Screens deposited in PubChem by The Scripps Research Institute Molecular Screening Center.
DAX1 inh-1: DAX1 (NR0B1) inhibitors on StAR promoter, primary screen, cell-based, luminescence, SF-1 (NR5A1), full-length DAX-1; HEK293T StAR-luciferase reporter, SF-1/DAX-1 repression relief; inhibition, % at 6.8 µM; hit rate 1.1% among 370,000; AID 652010, 2013;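 active = inhibition above the mean over all tested compounds plus 3 SD, cut at about 3.6% in these data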;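 note: 0% = DAX-1 cells with DMSO and 100% = cells lacking DAX-1 with DMSO; higher inhibition means more luminescence from relief of DAX-1 repression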
ADAM17 inh: ADAM17 inhibitors, primary screen, biochemical, QFRET; Disintegrin and metalloproteinase domain-containing protein 17 (Homo sapiens), P78536; recombinant ADAM17, EDANS/DABCYL FRET peptide cleavage; inhibition, % at 6.95 µM; hit rate 0.83% among 370,000; AID 720648, 2013;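 active = inhibition above the mean of compounds lying between control limits plus 3 SD, set per campaign, cut at about 8.5% in these data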;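 note: 0% = DMSO-only wells as the low control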
PLC-beta3 inh: human PLC-beta3 inhibitors, primary screen, biochemical, fluorescence | 1-phosphatidylinositol 4,5-bisphosphate phosphodiesterase beta-3 (Homo sapiens), Q01970 | Purified PLC-beta3, fluorogenic substrate | inhibition, % at 12.2 µM | hit rate 0.18% among 370,000 | AID 720704, 2013; in the data active = inhibition above about 11%;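 note: 0% = median of compound wells on plate and 100% = full blocker control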
GAA850 FXN act: FXN promoter activators, primary screen, cell-based, luciferase luminescence, HEK293 lucGAA850; hit rate 0.56% among 360,000; activation, % at 6 µM; HEK293 lucGAA850 FXN promoter luciferase reporter, 24 h; percent of 10 µM SAHA response;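 active = activation above the average of all compounds screened plus 3 SD, cutoff fixed separately per campaign, cut at about 7.5% in these data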;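 note: 0% = DMSO wells and 100% = 10 µM SAHA wells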
ADAM10 inh: human ADAM10 inhibitors, primary screen, biochemical, QFRET, HTS. recombinant ADAM10, EDANS/DABCYL FRET peptide cleavage, 3 h. inhibition, % at 7 µM. hit rate 0.62% among 370,000. Disintegrin and metalloproteinase domain-containing protein 10 (Homo sapiens), O14672;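 active = inhibition above a per-campaign cutoff equal to the mean of compounds falling between control-based bounds plus 3 SD, cut at about 20% in these data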;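 note: 0% = DMSO wells while the 100% control is not disclosed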
hgDAF12 agonist: H. glycines DAF-12 receptor agonists, primary screen, cell-based, luminescence, HEK293, GAL4 fusion, UAS-luciferase; HEK293 GAL4-hgDAF12 UAS-luciferase reporter, agonist luminescence; normalized to butyrate control; activation, % at 6.8 µM; hit rate 1.8% among 370,000; AID 687014, 2013;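 active = activation above a cutoff set at the mean of all screened compounds plus 3 SD, cut at about 10% in these data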;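 note: 0% = DMSO wells and 100% = sodium butyrate wells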
hcDAF-12 act: H. contortus DAF-12 nuclear receptor activators, primary screen, cell-based, luminescence, HEK293, lit1-tk-luc reporter; HEK293 hcDAF-12 lit1-tk-luc reporter; 0% DMSO, 100% Δ7-dafachronic acid; activation, % at 6.8 µM; hit rate 1.4% among 370,000;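 active = activation above the mean of all tested compounds plus 3 SD, cut at about 5.5% in these data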;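 note: 100% = response to 3 µM Δ7-dafachronic acid high control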
PLCg1 inh: PLC-gamma1 enzyme inhibitors, primary screen, biochemical, fluorescence, purified enzyme; 1-phosphatidylinositol 4,5-bisphosphate phosphodiesterase gamma-1 (Homo sapiens), P19174; hit rate 0.84% among 370,000; fluorogenic substrate; inhibition, % at 12.2 µM; in the data active = inhibition above about 9.5%
ssDAF12 agonist: S. stercoralis DAF-12 nuclear receptor activators, primary screen, cell-based, luminescence, HEK293, GRIP1 co-expression, lit1-tk-luc; Nuclear hormone receptor DAF-12 (Strongyloides stercoralis); HEK293 ssDAF-12/GRIP1 lit1-tk-luc reporter; % of 3 µM dafachronic acid response; activation, % at 6.8 µM; hit rate 1% among 370,000; AID 652126, 2013;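 active = activation above the mean over all tested compounds plus 3 SD, cut at about 0.9% in these data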;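 note: 0% = DMSO-only wells and 100% = 3 µM delta7-dafachronic acid wells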
DAX1 inh-2: DAX1 (NR0B1) inhibitors, primary screen, cell-based, HEK293, Gal4-DAX1, luciferase luminescence; Nuclear receptor subfamily 0 group B member 1 (Homo sapiens), P51843; hit rate 0.99% among 340,000; inhibition, % at 6.75 µM; HEK293 Gal4-DAX1 luciferase reporter; AID 504766, 2011;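 active = inhibition above the mean over all tested compounds plus 3 SD, cut at about 4.2% in these data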;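 note: 0% = DAX1-transfected cells with DMSO and 100% = empty-vector control cells with DMSO; inhibition shows as a rise in luminescence from relieved DAX1 repression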
Target sequence (P51843 207-470 limits assumed): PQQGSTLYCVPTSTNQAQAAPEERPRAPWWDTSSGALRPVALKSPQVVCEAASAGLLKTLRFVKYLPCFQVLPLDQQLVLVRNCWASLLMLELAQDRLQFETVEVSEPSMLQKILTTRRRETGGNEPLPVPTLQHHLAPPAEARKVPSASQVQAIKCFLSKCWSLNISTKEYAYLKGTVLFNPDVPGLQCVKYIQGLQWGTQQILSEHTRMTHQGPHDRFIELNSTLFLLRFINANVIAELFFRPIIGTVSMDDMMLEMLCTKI
HGIII-sPLA2 inh: human group III sPLA2 inhibitors, primary screen, biochemical, QFRET, BODIPY PC-A2 liposome substrate; hit rate 0.56% among 370,000; inhibition, % at 12.2 µM; QFRET BODIPY PC-A2 liposome hydrolysis, fluorescence; Group 3 secretory phospholipase A2 (Homo sapiens), Q9NZ20;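 active = inhibition above mean plus 3 SD of compounds lying within the high and low control bounds, cut at about 19% in these data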;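 note: 0% = median of test compound wells and 100% = no enzyme DMSO wells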
Target sequence (Q9NZ20 whole entry, looked up): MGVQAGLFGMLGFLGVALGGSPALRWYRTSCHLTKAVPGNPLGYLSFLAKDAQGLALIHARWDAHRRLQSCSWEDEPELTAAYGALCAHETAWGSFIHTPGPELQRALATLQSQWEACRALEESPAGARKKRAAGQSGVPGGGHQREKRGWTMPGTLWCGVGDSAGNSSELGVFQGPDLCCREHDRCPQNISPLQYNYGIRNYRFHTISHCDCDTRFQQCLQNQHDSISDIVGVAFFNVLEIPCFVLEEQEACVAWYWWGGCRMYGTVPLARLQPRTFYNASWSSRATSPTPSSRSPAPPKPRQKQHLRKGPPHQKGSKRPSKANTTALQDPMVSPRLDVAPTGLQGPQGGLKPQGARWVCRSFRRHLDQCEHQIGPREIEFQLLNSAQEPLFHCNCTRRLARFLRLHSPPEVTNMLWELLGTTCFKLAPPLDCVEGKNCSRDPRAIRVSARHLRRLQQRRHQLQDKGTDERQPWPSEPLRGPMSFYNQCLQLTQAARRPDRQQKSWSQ
Active calls of the source: *; i = inactive; x = not tested or not shown.

Structure,DAX1 inh-1,ADAM17 inh,PLC-beta3 inh,GAA850 FXN act,ADAM10 inh,hgDAF12 agonist,hcDAF-12 act,PLCg1 inh,ssDAF12 agonist,DAX1 inh-2,HGIII-sPLA2 inh
O=C(O)C1CCCN1C(=O)c1cncc(Br)c1 (stereo not given),-0.5,0,3,0.0,-7,0.6,-0.7,4,-1.4,0.2,6
Cc1cc(C)c(C)c(S(=O)(=O)NC(C)C(=O)O)c1C (stereo not given),0.1,-6,-7,2.5,-10,-1.6,-1.3,-2,-1.5,1.4,5
CCOc1ccc(NC(=O)c2c[nH]n3c(=O)cc(C4CCN(C(=O)OC(C)(C)C)CC4)nc23)cc1,-0.2,-5,-8,1.6,-1,2.4,-1.3,0,-1.4,1.4,-16
COC(=O)c1ccccc1NC(=S)NC(=O)CC(C)C,0.4,1,1,2.1,4,-0.7,-1.1,5,-1.2,2.5,6
CC(=O)c1ccc(N2CCc3ccccc3C2)c([N+](=O)[O-])c1,-0.3,-1,-7,-2.6,-5,6.0,1.8,1,-1.1,x,0
CCc1nc2c(OCC3COc4ccccc4O3)cccn2c1N(C)C(=O)c1ccccc1F (stereo not given),-0.5,-1,-1,-0.1,6,-2.3,-1.6,-2,-0.7,x,-10
CCOC=C1C(=O)N(C(C)=O)c2cc(OC)c(OC)cc21,-0.1,-7,-11,1.3,-22,1.0,-1.7,-4,-0.8,0.4,-4
COCCNc1nc2cc(-c3ccccc3C)sc2c(=O)n1C,-0.6,-1,1,3.8,-10,1.1,-2.3,1,-1.2,x,-13
COCCCNC(=O)c1sc2ncnc(N3CCc4ccccc4C3)c2c1C,0.3,-6,-10,-0.7,-21,1.3,-1.5,-8,-0.7,1.0,3
O=C(Cn1ncc(N2CCCC2)c(Br)c1=O)c1ccc(Cl)cc1,1.3,-1,1,4.3,0,5.9,0.9,3,0.3,2.5,-1
O=C(Cc1cccs1)NNC(=S)NC(=O)c1ccco1,-0.6,-3,-5,-1.9,1,1.4,1.0,-3,-0.6,0.1,19
O=C(NNC(=O)C1CCN(C(=O)Nc2ccccc2)CC1)c1ccc(F)cc1,-0.2,-2,0,0.4,0,0.8,1.7,1,-0.8,-0.1,6
CN(C)S(=O)(=O)c1ccc(N2CCCC2)c(C(=O)Nc2nc(-c3cc(F)ccc3F)cs2)c1,-0.6,0,3,-1.4,-2,2.9,1.0,0,-1.6,2.2,-1
COc1ccccc1OCC(=O)Nc1ccccc1C(=O)N1CCCC1,-0.3,1,-4,-1.4,3,-2.9,-3.2,3,-1.7,3.2,1
c1ccc(C[n+]2csc3ccccc32)cc1,0.8,1,4,4.2,9,3.1,2.3,1,1.1*,1.3,2

Later entries
Structure,DAX1 inh-1,ADAM17 inh,PLC-beta3 inh,GAA850 FXN act,ADAM10 inh,hgDAF12 agonist,hcDAF-12 act,PLCg1 inh,ssDAF12 agonist,DAX1 inh-2,HGIII-sPLA2 inh
C(=N\N=C\c1cccs1)/c1cccs1,3.9*,3,1,1.6,-7,14*,4.5,2,-0.7,2.1,4
COc1cccc(C2c3c(oc4ccc(F)cc4c3=O)C(=O)N2CCCN2CCOCC2)c1 (stereo not given),1.1,-20,-136,-0.4,-83,0.3,-0.8,-119,-0.4,1.6,0
S=c1[nH]nc(-c2ccco2)n1/N=C/c1ccc(Br)s1,-0.5,-3,-4,0.6,-3,0.2,-1.6,-1,-1.1,2.0,2
CCOC(=O)C1CCCN(C(=O)c2cc(-c3ccco3)nc3ccccc23)C1 (stereo not given),-1.4,-278,-323,3.1,i,4.4,4.0,-263,-0.6,0.1,-6
COCCN(CCOC)C(=O)N1CCOCC1,0.4,3,-2,0.3,-1,-0.4,0.1,4,-1.6,3.7,-2
COc1ccc2oc(C(=O)OCC(=O)NC3CCCC3)c(C)c2c1,0.4,-66,-127,3.1,-215,4.3,0.3,-80,-0.7,0.9,-3
CCCCc1ccc(NC(=O)COCC)cc1,0.2,2,3,0.5,5,4.5,-0.2,5,-1.0,1.2,9
CCc1ccccc1N1CC(C(=O)Nc2cc(S(=O)(=O)N3CCCC3)ccc2Cl)CC1=O (stereo not given),-1.1,-1,-1,3.4,1,-1.9,1.0,-2,-0.3,0.5,-10
CN(CC(=O)Nc1ccccc1C(F)(F)F)C(=O)CSc1nc(N)cc(N)n1,-0.8,-3,-2,-0.2,-3,2.4,-1.0,1,-1.2,-0.2,-3
Cc1ccsc1C(=O)NC(C)c1ccc2c(c1)OCO2 (stereo not given),-0.1,-4,-2,0.5,0,0.2,0.7,-1,-1.2,0.2,6
NC(=O)C1CCCN(C(=O)c2cccc(S(=O)(=O)N3CCCCCC3)c2)C1 (stereo not given),0.5,1,0,1.0,-1,-1.3,-1.4,1,-1.3,1.3,0
CN1CCN(C(=O)c2ccc(Cn3cc(Cl)cn3)o2)CC1,-0.4,-1,-2,2.4,0,-0.1,-2.0,1,-0.7,2.8,0
O=C(COC(=O)c1n[nH]c(=O)c2ccccc12)NCc1ccccc1,0.4,-1,-6,0.9,-15,-0.1,-1.8,1,-1.2,1.1,13
C=CCn1c(SCC(=O)c2[nH]c(C)c(C(=O)OC)c2C)nc2scc(-c3ccc(OC)c(OC)c3)c2c1=O,-0.1,-6,4,1.3,-11,1.1,-1.1,-1,-0.9,0.2,9
CC(C)(O)C#Cc1ccc(CN2CCN(Cc3ccsc3)C(CCO)C2)s1 (stereo not given),0.2,3,4,1.3,-6,1.2,-2.3,5,-0.6,0.0,-1

Going on with the list:
Under each structure: DAX1 inh-1 | ADAM17 inh | PLC-beta3 inh | GAA850 FXN act | ADAM10 inh | hgDAF12 agonist | hcDAF-12 act | PLCg1 inh | ssDAF12 agonist | DAX1 inh-2 | HGIII-sPLA2 inh
O=C(O)CCCC(=O)Nc1cccc2cccnc12
 : -0.4 | -3 | -2 | -0.4 | -1 | -1.1 | -1.7 | -4 | -0.6 | 1.3 | -1
O=C(CN(Cc1ccco1)C(=O)CNS(=O)(=O)c1ccc(Cl)cc1)NCc1ccc(F)cc1
 : 0.0 | 0 | -3 | -2.7 | 1 | -3.7 | -1.7 | 0 | -1.2 | -0.9 | -22
CCOC(=O)N1CCN(S(=O)(=O)c2cc([N+](=O)[O-])c(C)cc2C)CC1
 : -0.3 | -5 | 2 | 2.3 | -6 | 1.5 | 0.3 | -1 | -1.7 | 0.9 | 2
CCc1ccc(C(=O)NNc2ccc(S(N)(=O)=O)cc2)cc1
 : 0.8 | -1 | -7 | 2.6 | 5 | -1.6 | 1.2 | 3 | 0.6 | x | -3
C=CCNC(=S)NN=C1CCC(c2ccccc2)CC1 (stereo not given)
 : 0.1 | 1 | -6 | 0.5 | 10 | 0.5 | -2.5 | 1 | 0.2 | 1.1 | 3
CC1(C)C2CCC(C2)C1(C)N=C1OC(CCl)CS1 (stereo not given)
 : 0.0 | -6 | -7 | -0.6 | -3 | -2.1 | 1.1 | 0 | -0.8 | -2.1 | 8
COc1ccc(-n2ncc3c2CC(C)(C)CC3NC(=O)c2c(C)cc(=O)oc2C)cc1 (stereo not given)
 : 2.4 | 2 | 4 | 1.9 | 2 | -2.9 | 0.7 | 2 | -1.2 | -0.1 | -8
CCOC(=O)COc1ccccc1C(=O)c1cnn(-c2ccccc2)c1
 : 0.5 | -5 | -11 | 4.3 | -7 | 14* | 4.0 | -2 | 0.1 | 0.4 | 2
CCOC(=O)C(NS(=O)(=O)c1ccccc1)(C(F)(F)F)P(=O)(OC(C)C)OC(C)C (stereo not given)
 : 0.7 | 0 | 0 | 1.8 | 4 | 1.2 | -1.6 | 4 | -0.9 | 1.1 | 9
CC(C)(C)NC(=O)Cn1nnc(-c2ccc(S(C)(=O)=O)cc2)n1
 : 0.1 | -2 | 2 | 1.3 | -4 | 1.6 | -1.0 | -5 | -1.0 | -0.1 | 8
O=C1/C(=C/C=C/c2ccco2)SC(=S)N1c1ccc(O)cc1
 : -0.2 | 0 | -8 | 2.3 | 7 | -0.9 | 0.5 | 22* | -0.3 | -0.9 | -10
COc1ccccc1N(C)S(=O)(=O)c1ccc(Cl)c(C(=O)NCCCN2CCOCC2)c1
 : 1.6 | -3 | -8 | -0.1 | -14 | -2.4 | -1.4 | 2 | -0.7 | 0.2 | 6
CCCN(CC(=O)Nc1ccccc1C)C(=O)c1ccc(NC2CC2)c([N+](=O)[O-])c1
 : 0.6 | -4 | -8 | -0.4 | -5 | -0.5 | -1.8 | -1 | -1.4 | -0.1 | 2
C/C(Cl)=C/Cn1c(N2CCCC2)nc2c1c(=O)n(C)c(=O)n2C
 : -0.8 | 0 | -2 | 0.4 | -3 | -4.4 | -1.2 | 5 | -1.5 | -0.8 | 10
Cc1ccc(C)c(C2=NNC(=O)CC2)c1
 : -0.3 | -5 | -5 | 0.8 | 4 | 0.9 | 1.3 | 0 | -0.8 | 0.5 | 6
COc1cccc(N=Nc2ccc3ccccc3c2O)c1
 : 1.7 | -5 | -6 | 5.4 | -6 | 9.8 | 3.7 | 1 | 1.6* | 3.6 | 8
O=C(NS(=O)(=O)NC1CCCCC1)C1=C(N2CCCC2)COC1=O
 : 0.1 | -5 | 1 | 0.9 | -4 | 1.4 | -1.6 | 1 | -1.1 | 1.0 | 11
Cc1cccn2cc(COc3cccc([N+](=O)[O-])c3)nc12
 : 0.8 | -1 | -21 | 2.4 | 5 | 5.5 | 0.7 | 0 | -1.6 | 0.9 | 1

Records listed above shown as hits in ssDAF12 agonist:
structure | DAX1 inh-1 | ADAM17 inh | PLC-beta3 inh | GAA850 FXN act | ADAM10 inh | hcDAF-12 act | PLCg1 inh | ssDAF12 agonist | DAX1 inh-2 | HGIII-sPLA2 inh
c1ccc(C[n+]2csc3ccccc32)cc1 | 0.8 | 1 | 4 | 4.2 | 9 | 2.3 | 1 | 1.1* | 1.3 | 2
COc1cccc(N=Nc2ccc3ccccc3c2O)c1 | 1.7 | -5 | -6 | 5.4 | -6 | 3.7 | 1 | 1.6* | 3.6 | 8
